M1AAP inhibition: P. falciparum M1AAP inhibitors, biochemical, fluorogenic H-Leu-NHMec substrate, 1536-well (AID 1445). Aminopeptidase N (Plasmodium falciparum (isolate 3D7)). recombinant M1AAP, H-Leu-NHMec fluorogenic kinetic assay; higher % means a stronger effect. inhibition, % at 30 µM, or IC50 in µM where a hit was titrated. 0.42% of 220,000 active;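 active = primary inhibition above the hit cutoff, then over 50% inhibition at one or more dose response concentrations, cut at about 23% in these data, passing the limit was not always enough; inconclusive = conflicting primary data, or primary hits not chosen for dose response; inactive = low primary inhibition, or under 50% at every dose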;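 note: plate controls were DMSO full reaction for no effect and no enzyme background for full effect; strong numbers were not always called active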
CSM14.1 death rescue: rescue of cells from ER stress-induced death, primary screen, 384-well, CSM14.1, thapsigargin, ATP luminescence (AID 1222); CSM14.1 thapsigargin-induced death rescue, ATP luminescence; higher % means a stronger effect; cellular ATP content (survival), % at 20 µM, or EC50 in µM where a hit was titrated; 190,000 tested, under 10 active;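 active = EC50 below 50 µM in the dose-response confirmation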;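 note: death triggered by thapsigargin at about 15 µM added after 2 h compound pretreatment; cell ATP read after overnight thapsigargin exposure of roughly 18 to 22 hours; normalized against plate controls of thapsigargin alone and 5% DMSO vehicle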
LYP inhibition: inhibitors of LYP phosphatase, biochemical, fluorescence intensity, uHTS (AID 1779). Tyrosine-protein phosphatase non-receptor type 22 (Homo sapiens). one-dose inhibition, % at 11.5 µM; IC50 in µM for titrated hits. 0.054% of 290,000 active. recombinant LYP phosphatase, fluorescence intensity; higher % means a stronger effect;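 note: plate controls were vehicle with enzyme for no effect and no enzyme for full effect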
human PMI inhibition: inhibitors of human PMI, primary screen, biochemical, fluorescence intensity, coupled assay (AID 1209); Mannose-6-phosphate isomerase (Homo sapiens); purified PMI enzyme, coupled fluorescence intensity; higher % means a stronger effect; one-dose inhibition, % at 20 µM; IC50 in µM for titrated hits; 0.42% of 190,000 active;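 note: plate controls were DMSO vehicle for no effect and wells lacking substrate for full effect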
TNAP activators: human TNAP enzyme activators, primary screen, biochemical, luminescent, no phosphate acceptor, uHTS (AID 1001) | purified TNAP, luminescent activation assay, no phosphate acceptor; higher activation fold means a stronger effect | one-dose activation fold at 20 µM; EC50 in µM for titrated hits | 0.03% of 200,000 active; in the data active = activation fold from about 3, or a potency from the dose series; inactive = the rest, 99 in 100 with activation fold below about 1.6; note: many of its hits are not listed in these tables
human PMI inhibitors: human PMI inhibitors, high substrate, primary screen, biochemical, fluorescence intensity, high mannose 6-phosphate (AID 1220); inhibition, % at 20 µM, or IC50 in µM where a hit was titrated; recombinant PMI enzyme, coupled fluorescence intensity; higher % means a stronger effect; 0.66% of 190,000 active; Mannose-6-phosphate isomerase (Homo sapiens)
Myeloid diff MLP: induction of myeloid progenitor differentiation, primary screen, cell-based, flow cytometry, MLPCN library | ER-HoxA9 myeloid progenitors, lysozyme-GFP differentiation | calls only at 10 µM | 1% of 360,000 active | AID 624256, 2012;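 active = normalized GFP-positive differentiation at or above the plate's own cutoff, the solvent-only control mean plus 3 SD; inconclusive = no clear call, values can overlap the other calls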;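 note: cells exposed to compound for four days before flow analysis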
XIAP antagonists: XIAP antagonists, biochemical, IAP family, fluorescence polarization (AID 1018); XIAP BIR domain, fluorescence polarization peptide displacement; higher % means a stronger effect; displacement, % at 20 µM, or IC50 in µM where a hit was titrated; 0.007% of 200,000 active; in the data active = displacement above about 50%; note: a part of the inactive calls stands beside numbers as strong as those of hits
P. falciparum M17LAP: P. falciparum M17LAP inhibitors, primary screen, biochemical, fluorogenic H-Leu-NHMec substrate, 1536-well (AID 1619); Leucine aminopeptidase (Plasmodium falciparum (isolate 3D7)); recombinant M17LAP, H-Leu-NHMec fluorogenic kinetic assay; higher % means a stronger effect; inhibition, % at 30 µM; hits with a dose series show IC50 in µM; 0.38% of 220,000 active;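 active = compound inhibiting the enzyme by more than half at any dose during confirmatory dose-response retesting; inconclusive = strong single-dose inhibitors picked by rank but not retested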;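 note: plate controls were full reaction with DMSO carrier for no effect and no enzyme background for full effect; strong numbers were not always called active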
Myeloid diff MLP GFP+ MAC1+ %: also measured in Myeloid diff MLP; calls as there; GFP+ MAC1+ double positive, %; measured here: differentiation confirmed by MAC1 staining
An asterisk follows results filed as active; i = inactive; u = inconclusive; x = no result given. Cut-off read from the data, not from the text of the source, unless noted: active = inhibition above about 50%; inactive = the rest.

SMILES | M1AAP inhibition | CSM14.1 death rescue | LYP inhibition | human PMI inhibition | TNAP activators | human PMI inhibitors | Myeloid diff MLP | Myeloid diff MLP GFP+ MAC1+ % | XIAP antagonists | P. falciparum M17LAP
C=CCc1ccccc1OCC(=O)N/N=C/c1ccccc1OCC | 6% | -0.7% | 9% | 9% | 1 | 11% | i | 0.9 | -5.3% | 15%
FC(F)(F)c1cccc(N2CCN(CC3CC4C=CC3C4)CC2)c1 (stereo not drawn) | 8% | 1.5% | -12% | -5% | 1.1 | -9% | i | 0.5 | 16% | -2%
C/C(CC(=O)Nc1ccccn1)=N\NC(=O)Cc1cccc2ccccc12 | 4% | 0.3% | -3% | 16% | 1.1 | 17% | i | 9.1 | -2.2% | 56%
COc1ccc(OC)c(C(c2nnnn2C2CCCC2)N2CCc3ccccc3C2)c1 (stereo not drawn) | 0% | 4.5% | 5% | 18% | 1 | 9% | i | 0.0 | -24% | 7%
C=C(C)C1(O)OC(=O)C=C1OC (stereo not drawn) | 5% | -2.7% | -6% | 13% | 1 | 38% | i | 11 | 0.8% | 0%
Cc1nn(CC(=O)NCc2ccc(Cl)cc2)c(C)c1[N+](=O)[O-] | 2% | -0.5% | -6% | -4% | 1.1 | -7% | i | 0.3 | -1.9% | 16%
Cc1cc(-n2c(SCC(=O)NCc3cccs3)nc3n[nH]c(C)c3c2=N)ccc1Cl | 4% | 1.2% | 0% | 1% | 1 | 0% | i | 0.6 | -5.1% | 5%
CCOc1cc(N2CCOCC2)c(OCC)cc1NC(=O)COc1ccc2ccc(=O)oc2c1 | -6% | 0.9% | -4% | 11% | 1.2 | 8% | x | x | -7.5% | 3%
COc1ccc(-n2cc(CNCCc3nc(C)cc(C)n3)c(-c3ccccc3Cl)n2)cc1 | 5% | -1.3% | -9% | x | 1 | x | i | 0.2 | -1.8% | 0%
O=c1n(Cc2ccccc2)c2cc(Cl)cnc2n1Cc1ccccc1 | 0% | -3.6% | 4% | 21% | 1 | 14% | i | 0.4 | -8.2% | -3%
CS(=O)(=O)N(CC(=O)Nc1ccc(S(=O)(=O)N2CCCC2)cc1)c1ccccc1F | -1% | -1.3% | -4% | 2% | 1.1 | 7% | i | 0.3 | -8.9% | 6%
COc1ccc(CCC(=O)N2CCCSC2=Nc2ccc(C(C)=O)cc2)cc1 | 4% | 0.2% | -5% | 15% | 1.1 | 7% | i | 1.2 | -5.9% | 8%
CCN(Cc1ccccc1)S(=O)(=O)c1ccc(C(=O)Nc2nnc(C3CC3)o2)cc1 | -18% | -0.1% | 2% | -6% | 1.2 | -5% | i | 4.1 | -9.9% | 9%
N#Cc1ccc(NC(=O)CCc2nc3ccccc3s2)cc1 | 9% | 0.4% | 0% | 17% | 1.1 | 9% | i | 0.2 | -15% | 3%
Cc1ccccc1Oc1ccccc1N | 3% | x | -4% | -22% | 1 | -10% | i | 0.6 | -15% | -3%
Cc1ccc(-n2nnnc2SCC(=O)Nc2cccc(NC(=O)c3ccco3)c2)cc1C | 5% | -0.5% | -3% | 20% | 1 | 15% | i | 2.1 | -2.6% | -7%
O=C(CCNS(=O)(=O)c1ccc(Br)cc1)NCc1cccs1 | 6% | -0.4% | -9% | -6% | 1.1 | 1% | i | 0.3 | -5.4% | 17%
c1ccc(Sc2ncnc3ccccc23)cc1 | 6% | x | -3% | x | x | x | i | 1.0 | x | 5%
CN(C)CCCNc1oc(-c2ccc(Cl)cc2)nc1C#N | 4% | -1.2% | -16% | -12% | 1 | -14% | x | x | -6.0% | -79%
CCC(=O)c1ccc(OCCn2cnc3ccccc32)cc1 | 10% | 0.4% | -7% | -1% | 1.1 | 6% | i | 0.5 | -3.0% | 37%
COc1ccc(CCNC(=O)C(=O)NCc2ccc(C)cc2)cc1OC | 1% | -1.5% | 2% | 10% | 1.1 | 12% | i | 5.7 | 0.8% | 5%
COc1ccc(CNc2nc(NCc3ccc(OC)cc3)n(C(=O)c3ccncc3)n2)cc1 | -3% | -3.4% | 5% | 3% | 1.1 | -2% | i | 0.5 | -7.7% | 7%
COC(=O)CCNc1n[nH]c(=O)[nH]c1=O | -3% | 0.8% | -8% | -4% | 1.1 | -3% | i | 0.4 | -0.3% | 8%
CCCCN(CC)Cc1ccc(CNC(=O)Nc2ccc(OCC)cc2)o1 | -5% | -1.1% | -10% | -5% | 1.3 | -9% | i | 2.3 | -4.4% | 11%
Cc1cc(F)c(F)c(C(=O)N2CCN(C)CC2)c1Cl | 8% | -0.1% | -10% | -16% | 1.1 | -10% | i | 0.5 | -0.2% | 23%

The list continues:
SMILES | M1AAP inhibition | CSM14.1 death rescue | LYP inhibition | human PMI inhibition | TNAP activators | human PMI inhibitors | Myeloid diff MLP | Myeloid diff MLP GFP+ MAC1+ % | XIAP antagonists | P. falciparum M17LAP
Cc1ccc(N2CC(C(=O)Nc3cc(C)on3)CC2=O)cc1 (stereo not drawn) | 8% | 6.2% | -3% | 1% | 1.1 | 1% | i | 5.4 | -2.1% | 7%
Cc1cc(C)nc(NC(=NCCc2c[nH]c3ccccc23)NC(=O)C(C)(C)C)n1 | 4% | x | 2% | x | x | x | i | 0.5 | x | -12%
O=C(O)CCC(=O)Nc1ccc(NC(=O)c2ccc(Cl)cc2Cl)c(Cl)c1 | 0% | -0.9% | -3% | x | 1.1 | x | i | 1.3 | -1.1% | 12%
COC(=O)c1cn(NC(=O)CCC2CCCC2)c(=O)c2ccccc12 | -4% | -1.1% | -9% | -5% | 1.1 | -2% | i | 1.7 | 0.2% | -1%
CCOC(=O)N1CCN(c2c(NCCN3CCN(c4ccccc4F)CC3)c(=O)c2=O)CC1 | -4% | x | -4% | x | x | x | i | 0.5 | x | 2%
NS(=O)(=O)c1ccc(CCNC(=O)NC2CCCCC2)cc1 | 1% | x | -9% | x | x | x | i | 0.7 | x | 14%
COc1ccccc1OCCC(=O)OCC(=O)Nc1cccc(Br)c1 | 8% | -0.6% | 1% | 6% | 1.1 | 6% | i | 0.2 | 0.7% | -2%
COc1ccc(NC(=O)CN(C)S(=O)(=O)c2cccc3nsnc23)cc1OC | 5% | -4.8% | 0% | -8% | 1.1 | -9% | i | 0.2 | -4.0% | 17%
COc1ccc(-c2nsc3c(N4CCN(S(=O)(=O)c5ccccc5)CC4)ncnc23)cc1 | x | 2.9% | 4% | -11% | 1.1 | 6% | x | x | -3.3% | x
O=C(O)Cn1cc(C(=O)c2ccco2)c2ccccc21 | -9% | -1.5% | 1% | -1% | 1.1 | -10% | i | 0.3 | -5.7% | -3%
Nc1c(C(=O)NCc2ccc3c(c2)OCO3)nnn1Cc1cccc(F)c1 | 2% | x | -7% | x | x | x | i | 0.6 | x | -1%
C/C(=N\NC(=O)c1ccccc1C)c1ccc(NC(=O)c2cccs2)cc1 | 4% | -3.4% | -9% | 1% | 1.1 | -5% | x | x | -5.3% | 6%
Cn1c(=O)c2c(nc(N3CCCCC3)n2CCSc2nc3ccccc3s2)n(C)c1=O | -1% | -3.1% | -2% | 10% | 1 | 10% | i | 1.5 | -19% | -24%
O=C(CCCN1C(=O)/C(=C\c2ccco2)SC1=S)Nc1cccc2ccccc12 | 17% | 0.5% | 8% | -28% | 1 | -7% | i | 0.4 | -1.2% | 24%
COc1ccccc1N1CCN(C(=O)c2cc(-c3ccc(Cl)c(Cl)c3)on2)CC1 | -5% | -1.4% | -6% | -2% | 1.1 | -6% | i | 1.1 | -3.1% | -14%
COc1ccc(C(=O)CSc2nnc(CNC(=O)c3ccc(OC)cc3)n2C)cc1 | -7% | 3.7% | -8% | 5% | 1.1 | -5% | i | 4.2 | -1.3% | 26%
COC(=O)c1ccc2c(=O)n(-c3ccccc3)c(SCN3C(=O)c4ccccc4C3=O)nc2c1 | 1% | -0.2% | -5% | -5% | 1.1 | -6% | i | 0.1 | -0.3% | 5%
O=c1c(Cl)c(N2CCN(c3ccccc3)CC2)cnn1C12CC3CC(CC(C3)C1)C2 | 1% | -2.1% | -3% | 22% | 1.1 | 3% | i | 0.3 | -5.9% | 18%
Cc1ccc(N/C=C/C(=O)c2ccco2)c(O)c1 | 8% | x | 4% | x | x | x | i | 0.1 | x | 2%
Cc1ccc(NC(=O)CSc2n[nH]c(-c3ccco3)n2)cc1 | 3% | 0.4% | 1% | x | 0.9 | x | i | 0.6 | -4.8% | 23%
Cc1ccccc1N1C(=O)C2ON(c3ccccc3)C(c3ccco3)C2C1=O (stereo not drawn) | 6% | x | 6% | x | x | x | i | 0.3 | x | 5%
Fc1ccc(COc2ccccc2CNc2nn[nH]n2)cc1 | 1% | 0.5% | 0% | 1% | 1.2 | 4% | i | 0.1 | -3.9% | 11%
O=C(NC1CC1)c1ccc2c(Cl)c3c(nc2c1)CCCC3 | 4% | -0.2% | -6% | 5% | 1 | 0% | i | 0.3 | 2.5% | -2%
CC1CCN(C(=O)COC(=O)c2ccc(Br)o2)CC1 | 2% | -1.9% | -7% | 0% | 1.1 | -4% | i | 8.9 | -4.9% | 16%
COc1cc(/C=C/c2cc(C(=O)O)c3ccccc3n2)cc(OC)c1O | 8% | -1.8% | 0% | 8% | 0.8 | 19% | i | 0.4 | -1.7% | 20%

The listing continues:
SMILES | M1AAP inhibition | CSM14.1 death rescue | LYP inhibition | human PMI inhibition | TNAP activators | human PMI inhibitors | Myeloid diff MLP | Myeloid diff MLP GFP+ MAC1+ % | XIAP antagonists | P. falciparum M17LAP
COc1ccc(C(C)=O)cc1COc1ccc(Cl)c(C)c1 | 7% | x | -3% | x | x | x | i | 1.1 | x | 1%
Cn1nc(C(F)(F)F)c(C(=O)Nc2ccc(F)cc2F)c1Sc1ccc(Cl)cc1 | u | 2.0% | 9% | 17% | 1.1 | 16% | i | 1.5 | -5.0% | 9%
COc1ccc(-c2ccc(CCC(=O)O)n2C(C)C)cc1 | 8% | -3.1% | -1% | 20% | 1.1 | 15% | i | 5.9 | -2.5% | -12%
O=C(c1ccc2c(=O)n(-c3ccccc3)c(=S)[nH]c2c1)N1CCCCC1 | 4% | -0.7% | 4% | 8% | 1.1 | 4% | i | 1.3 | -8.1% | 1%
Cc1cccc(C)c1-n1c(SCC(=O)N2CC(=O)Nc3ccccc32)nc2ccccc2c1=O | 1% | 1.8% | 4% | 16% | 1.1 | 9% | i | 0.5 | 2.1% | -8%
CCCCC1=CC2=CC(=O)C(C)(OC(=O)CC)C(=O)C2=CN1CCc1ccccn1 (stereo not drawn) | -1% | x | -6% | x | x | x | i | 2.1 | x | 5%
CC(C)CC(=O)NC(=S)NCc1ccccc1 | -1% | -3.4% | -5% | 15% | 1 | 10% | i | 0.2 | -7.6% | 2%
COCCNC(=O)CSc1ncnc2sccc12 | 10% | 0.5% | -5% | 16% | 1.1 | 12% | i | 0.7 | -5.6% | 2%
